Screening results: PubChem, several laboratories
GSK3beta inhib = blocks human GSK3beta kinase activity; P49841; GST-GSK3beta kinase, ADP-Glo luminescence, 60 min; hits give low values; activity score (negative = inhibition), % at 10 µM; actives 0.038% (n = 300,000);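 active means more than half of replicate wells score below -50%, meaning over 50% inhibition versus plate controls; inconclusive means some replicates but at most half score below -50%; inactive means no replicate scores below -50%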;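 further: 0% = median DMSO wells and -100% = median GW8510 positive control wells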
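Test system: GST-tagged human GSK3beta kinase, cell-free; evaluation: activity score scaled between in-plate DMSO and GW8510 controls; measured by: ADP-Glo luminescence; incubation: 60 min reaction, RT; benchmarks: DMSO and 20 µM GW8510; reagent: peptide substrate plus 25 µM ATP (final); medium: Tris/MgCl2 kinase buffer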
PolyA inh = yeast polyadenylation inhibition | S. cerevisiae SKY197-pL101 polyadenylation reporter, beta-gal luminescence; efflux-impaired pdr1/pdr3 knockout yeast; score 100 = 6 SD above DMSO | calls only at 12 µM | actives 0.02% (n = 300,000) | AID 1875;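 active means lowest replicate activity score at least 50, where 100 means six control SD above control mean; inconclusive means lowest score under 50 but half or more replicates reach 50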;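 further: yeast exposed to compound for 9 h at 30 °C; higher score means more reporter readthrough which indicates perturbed polyadenylation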
GSK3 alpha inh = human GSK-3 alpha kinase inhibition; P49840; ADP-Glo luminescence, 60 min; inhibition, % at 10 µM; actives 0.1% (n = 320,000);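 in the data active means inhibition above about 50%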;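 further: GST-tagged GSK-3 alpha with peptide substrate and 25 µM ATP; 0% = DMSO neutral wells and 100% = GW8510 positive control wells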
Target sequence (P49840 whole entry, looked up): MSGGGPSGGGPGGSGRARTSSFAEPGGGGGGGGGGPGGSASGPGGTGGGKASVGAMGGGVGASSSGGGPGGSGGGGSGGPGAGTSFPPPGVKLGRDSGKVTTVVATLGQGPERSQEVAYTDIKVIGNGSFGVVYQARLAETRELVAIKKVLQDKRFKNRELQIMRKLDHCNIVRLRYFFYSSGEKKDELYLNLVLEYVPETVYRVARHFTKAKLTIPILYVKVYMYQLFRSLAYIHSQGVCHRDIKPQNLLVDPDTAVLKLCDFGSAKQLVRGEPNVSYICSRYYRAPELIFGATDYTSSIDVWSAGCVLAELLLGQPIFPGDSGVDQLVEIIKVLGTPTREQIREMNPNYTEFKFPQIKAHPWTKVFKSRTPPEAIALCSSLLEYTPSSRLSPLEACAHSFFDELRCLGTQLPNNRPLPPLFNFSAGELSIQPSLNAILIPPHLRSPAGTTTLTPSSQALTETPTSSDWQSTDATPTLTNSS
HDAC3 inhib = inhibitors of human histone deacetylase 3; O15379; recombinant HDAC3, fluorogenic peptide/trypsin coupled, fluorescence; inhibition, % at 8.3 µM; actives 0.15% (n = 320,000); AID 2718; in the data active means inhibition above about 26%, passing the limit was not always enough; inconclusive means no clear call, values can overlap the other calls
Target sequence (O15379 whole entry, looked up): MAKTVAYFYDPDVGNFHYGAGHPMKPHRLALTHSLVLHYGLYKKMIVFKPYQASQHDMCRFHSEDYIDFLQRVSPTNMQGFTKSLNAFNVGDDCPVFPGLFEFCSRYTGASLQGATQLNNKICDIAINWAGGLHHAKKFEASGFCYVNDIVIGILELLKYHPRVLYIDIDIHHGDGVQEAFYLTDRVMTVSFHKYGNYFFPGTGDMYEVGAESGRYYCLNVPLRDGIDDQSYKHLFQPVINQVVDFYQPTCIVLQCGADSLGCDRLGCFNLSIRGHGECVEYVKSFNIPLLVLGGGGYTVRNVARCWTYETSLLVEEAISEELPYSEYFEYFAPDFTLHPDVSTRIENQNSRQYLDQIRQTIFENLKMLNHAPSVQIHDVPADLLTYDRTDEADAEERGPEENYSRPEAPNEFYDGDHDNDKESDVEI
AI-2 QS modul = modulates the Vibrio harveyi AI-2 quorum sensing system | Vibrio harveyi JMH597 AI-2 luminescence/OD600 ratio, 9 h; hits give low values; strain lacks LuxN and CqsS sensors; 0 = neutral-control median | activity change, % at 7.5 µM | AID 2094 | actives 0.4% (n = 300,000); in the data active means activity change below about -75%, passing the limit was not always enough; inconclusive means no clear call, values can overlap the other calls;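 further: luminescence divided by OD600 gain over 9 h not by final OD600 alone; inactives centre near 13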
HSF1 inh = HSF1 inhibition; NIH3T3-HGL HSE-luciferase, MG132-induced, luminescence 8 h; hits give low values; activity change, negative = inhibition, % at 7.5 µM (by protocol); actives 0.77% (n = 300,000); AID 2098;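 active means more than half of replicate wells show activity change below -50%, luminescence cut by over half; inconclusive means some wells, but at most half, below -50%; inactive means no replicate well below -50%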;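 further: luciferase reports HSF-1 transcriptional activity via heat shock element; 0% = median of DMSO wells and -100% = zero luminescence signal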
Platelet DG rel = modulates dense granule release in human platelets | actives 0.22% (n = 300,000) | inhibition, %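 (compounds screened at 7.5 µM in platelet-rich plasma)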 | AID 1663 | human platelet-rich plasma, SFLLRN dense granule ATP release, luminescence;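 active means mean replicate score, as percent of positive control, at or above 50; inconclusive means mean below 50 but at least one replicate at or above 50; inactive means mean and every replicate below 50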
HSP90 refold inh = inhibitors of HSP90 luciferase refolding in rabbit reticulocyte lysate; luciferase refolding luminescence, 3 h; inhibition, % at 5.6 µM; actives 0.91% (n = 290,000);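 active means inhibition above the screen-wide mean plus 3 SD, computed separately per campaign, cut at about 16% in these data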;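 further: 0% = DMSO wells and 100% = 60 µM geldanamycin wells; inhibitors lower the luminescence because luciferase stays unfolded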
HSF1 activator = increases HSF-1 driven luciferase reporter signal. actives 1.7% (n = 300,000). NIH3T3-HGL HSF-1 luciferase reporter, MG132, 8 h; 100% = twice DMSO control signal. activation, % at 9 µM;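 active means mean replicate activation of at least 50% with a set share of replicates each reaching 50%; inconclusive means only one of those two conditions met; inactive means mean below 50% and too few replicates reaching it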;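 further: 0% = median of the neutral control wells and 100% = twice that signal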
DYRK1A inh = blocks rat Dyrk1A kinase activity; inhibition, % at 12.5 µM; ADP-Glo luminescence, NFATc1 peptide; Q63470; AID 504441; actives 0.43% (n = 310,000); in the data active means inhibition above about 50%;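 further: plate controls were vehicle with enzyme for no effect and no enzyme for full effect; many of its hits are not listed in these tables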
Numbers without * were called inactive. Only part of the results is shown; count on the stated rates, not on these rows.

Screening COc1ccc(/C=C/C(=O)c2ccncc2)c2ccccc12 returned GSK3beta inhib -2, PolyA inh inactive, GSK3 alpha inh 24, HDAC3 inhib -3, AI-2 QS modul 2, HSF1 inh 13, Platelet DG rel -3, HSP90 refold inh 3, HSF1 activator -1 and DYRK1A inh 5.
Screening COc1ccc(NC(=O)COC(=O)c2ncc(Cl)c(Cl)c2Cl)c(OC)c1 returned GSK3beta inhib -3, PolyA inh inactive, GSK3 alpha inh -1, HDAC3 inhib -6, AI-2 QS modul 7, HSF1 inh -4, Platelet DG rel -3, HSP90 refold inh 2, HSF1 activator -13 and DYRK1A inh -2.
Screening CCN(CCCNC(=O)C1CCN(S(=O)(=O)c2c(C)[nH]c(=O)[nH]c2=O)CC1)c1cccc(C)c1 returned GSK3beta inhib 0, PolyA inh inactive, GSK3 alpha inh 1, HDAC3 inhib -3, AI-2 QS modul 15, HSF1 inh -1, Platelet DG rel 2, HSP90 refold inh 4, HSF1 activator 7 and DYRK1A inh -2.
For COC(=O)c1c(-c2cccc3ccccc23)csc1NC(=O)Cc1ccc(OC)c(OC)c1 the results were GSK3beta inhib 2, PolyA inh inactive, GSK3 alpha inh -3, HDAC3 inhib 12, AI-2 QS modul 6, HSF1 inh -7, Platelet DG rel inconclusive, HSP90 refold inh 10, HSF1 activator -17 and DYRK1A inh 2.
`O=C(c1cccc(C(=O)N(c2ccccn2)C2CCCCC2)c1)N(c1ccccn1)C1CCCCC1` gave GSK3beta inhib 2, PolyA inh inactive, GSK3 alpha inh -1, HDAC3 inhib 7, AI-2 QS modul -3, HSF1 inh 0, Platelet DG rel -7, HSP90 refold inh -1, HSF1 activator 6 and DYRK1A inh -1.
`CCC(C)(C)n1nnnc1CN(Cc1cc2cc(OC)c(OC)cc2[nH]c1=O)C1CCCC1` gave GSK3beta inhib 9, PolyA inh inactive, GSK3 alpha inh 7, HDAC3 inhib -17, AI-2 QS modul 45, HSF1 inh -7, Platelet DG rel -7, HSP90 refold inh 1, HSF1 activator -1 and DYRK1A inh 9.
For Cn1c(CSCc2ccc(F)cc2)nnc1SCC(=O)Nc1nccs1 the results were GSK3beta inhib -1, PolyA inh inactive, GSK3 alpha inh 3, HDAC3 inhib 2, AI-2 QS modul -26, HSF1 inh -4, Platelet DG rel -3, HSP90 refold inh 2, HSF1 activator -3 and DYRK1A inh 9.
O=C(NC(=S)NCCc1ccccc1)c1ccccc1 was read as GSK3beta inhib -5, PolyA inh inactive, GSK3 alpha inh 0, HDAC3 inhib 3, AI-2 QS modul 21, HSF1 inh 14, Platelet DG rel 8, HSP90 refold inh -3, HSF1 activator 24 and DYRK1A inh 0.
`COC(=O)c1ccc(NC(=O)c2c(Br)cnn2C)cc1` gave GSK3beta inhib 1, PolyA inh inactive, GSK3 alpha inh -2, HDAC3 inhib 7, AI-2 QS modul 15, HSF1 inh -1, Platelet DG rel -3, HSP90 refold inh -2, HSF1 activator 7 and DYRK1A inh -1.
COc1ccccc1C1OC(c2cccc([N+](=O)[O-])c2)=NN1C(C)=O (stereo not given) was read as GSK3beta inhib -1, PolyA inh inactive, GSK3 alpha inh -8, HDAC3 inhib -5, AI-2 QS modul 32, Platelet DG rel 1, HSP90 refold inh 2 and DYRK1A inh -2.
For CCCCn1c(C)cc(/C=C(\C#N)C(=O)O)c1C the results were GSK3beta inhib 4, PolyA inh inactive, GSK3 alpha inh -2, HDAC3 inhib 5, AI-2 QS modul 25, HSF1 inh -4, Platelet DG rel 9, HSP90 refold inh 5, HSF1 activator 18 and DYRK1A inh -1.
For COCCNC(=O)C1CC(=O)N(CCc2ccccc2)C1 (stereo not given) the results were GSK3beta inhib 3, PolyA inh inactive, GSK3 alpha inh -2, HDAC3 inhib 10, AI-2 QS modul 9, HSF1 inh -10, Platelet DG rel 7, HSP90 refold inh -2, HSF1 activator 15 and DYRK1A inh -1.
NC(=O)CC(NC(=O)Cc1ccc(Cl)cc1)c1ccc(NCc2ccccc2)c([N+](=O)[O-])c1 (stereo not given) was read as GSK3beta inhib 16, PolyA inh inactive, GSK3 alpha inh -3, HDAC3 inhib inconclusive, AI-2 QS modul 5, HSF1 inh -4, Platelet DG rel -4, HSF1 activator 19 and DYRK1A inh -3.
Screening CC1=C(C)[N+](=O)C2CCCCC2N1[O-] (stereo not given) returned GSK3beta inhib 1, PolyA inh inactive, GSK3 alpha inh -3, HDAC3 inhib 0, AI-2 QS modul 7, HSF1 inh 0, Platelet DG rel -2, HSP90 refold inh 0, HSF1 activator -8 and DYRK1A inh 8.
`Cc1ccc2c(c1)cc(CN(Cc1ccc3c(c1)OCO3)C(=O)c1cnccn1)c1nnnn12` gave GSK3beta inhib -1, PolyA inh inactive, GSK3 alpha inh -1, HDAC3 inhib 0, AI-2 QS modul 20, HSF1 inh 12, Platelet DG rel -1, HSP90 refold inh 1, HSF1 activator 24 and DYRK1A inh 3.
COc1ccc(CCNC(=O)c2nnn(CC(=O)Nc3ccc(C)cc3C)c2N)cc1OC was read as GSK3beta inhib -4, PolyA inh inactive, GSK3 alpha inh 3, HDAC3 inhib -8, AI-2 QS modul -2, HSF1 inh -7, Platelet DG rel 12, HSP90 refold inh 2, HSF1 activator -25 and DYRK1A inh -1.
For Cc1ccc(CSc2nsc(C)c2C#N)cc1 the results were GSK3beta inhib -2, PolyA inh inactive, GSK3 alpha inh -1, HDAC3 inhib 2, AI-2 QS modul 19, HSF1 inh 3, Platelet DG rel 2, HSP90 refold inh 7, HSF1 activator 3 and DYRK1A inh 3.
For C/C(N)=C(/C#N)C(=O)COC(=O)c1cccc(O)c1 the results were GSK3beta inhib -5, PolyA inh inactive, GSK3 alpha inh -3, HDAC3 inhib 4, AI-2 QS modul 11, HSF1 inh 2, Platelet DG rel -17, HSP90 refold inh 5, HSF1 activator -3 and DYRK1A inh -1.
O=C(c1cc2n(n1)C(C(F)(F)F)CC(c1ccco1)N2)N1CCN(c2ccccn2)CC1 (stereo not given) was read as GSK3beta inhib -3, PolyA inh inactive, GSK3 alpha inh -3, HDAC3 inhib -6, AI-2 QS modul 4, Platelet DG rel 9, HSP90 refold inh 2 and DYRK1A inh 9.
CCCC(=O)Nc1cc(-c2nnc(OC)c3ccccc23)ccc1N1CCOCC1 was read as GSK3beta inhib 1, PolyA inh inactive, GSK3 alpha inh -2, HDAC3 inhib -9, AI-2 QS modul -2, HSF1 inh 9, Platelet DG rel -8, HSP90 refold inh 1, HSF1 activator -3 and DYRK1A inh 1.
`Cc1ccc(/C=C2/SC(=S)N(C3CCCCC3)C2=O)o1` gave GSK3beta inhib 0, PolyA inh inactive, GSK3 alpha inh -2, HDAC3 inhib -1, AI-2 QS modul 8, HSF1 inh 4, Platelet DG rel -1, HSP90 refold inh 5, HSF1 activator 2 and DYRK1A inh -6.
Screening COc1cccc(/C=C2\C(=O)N(c3cccc(C)c3)C(=O)c3ccccc32)c1 returned GSK3beta inhib -5, PolyA inh inactive, GSK3 alpha inh -4, HDAC3 inhib -4, AI-2 QS modul -2, HSF1 inh 3, Platelet DG rel 1, HSP90 refold inh 0, HSF1 activator 1 and DYRK1A inh -4.
For CCn1nc(C)c(C(=O)Nc2cc(Oc3ccc(Cl)cc3)cc([N+](=O)[O-])c2)c1C the results were GSK3beta inhib -1, PolyA inh inactive, GSK3 alpha inh -2, HDAC3 inhib 8, AI-2 QS modul 4, HSF1 inh 3, Platelet DG rel 5, HSP90 refold inh 4, HSF1 activator 1 and DYRK1A inh -7.
Screening O=C(COc1ccccc1[N+](=O)[O-])N1CCC(Cc2ccccc2)CC1 returned GSK3beta inhib -3, PolyA inh inactive, GSK3 alpha inh -2, HDAC3 inhib -1, AI-2 QS modul 23, Platelet DG rel 0, HSP90 refold inh -2 and DYRK1A inh -2.

Taken from the results shown (5 entries):
For C/C(N)=C(/C#N)C(=O)COC(=O)c1cccc(O)c1 the results were GSK3beta inhib -5, PolyA inh inactive, GSK3 alpha inh -3, HDAC3 inhib 4, AI-2 QS modul 11, HSF1 inh 2, Platelet DG rel -17, HSP90 refold inh 5, HSF1 activator -3 and DYRK1A inh -1.
O=C(c1cc2n(n1)C(C(F)(F)F)CC(c1ccco1)N2)N1CCN(c2ccccn2)CC1 (stereo not given) was read as GSK3beta inhib -3, PolyA inh inactive, GSK3 alpha inh -3, HDAC3 inhib -6, AI-2 QS modul 4, Platelet DG rel 9, HSP90 refold inh 2 and DYRK1A inh 9.
CCCC(=O)Nc1cc(-c2nnc(OC)c3ccccc23)ccc1N1CCOCC1 was read as GSK3beta inhib 1, PolyA inh inactive, GSK3 alpha inh -2, HDAC3 inhib -9, AI-2 QS modul -2, HSF1 inh 9, Platelet DG rel -8, HSP90 refold inh 1, HSF1 activator -3 and DYRK1A inh 1.
`Cc1ccc(/C=C2/SC(=S)N(C3CCCCC3)C2=O)o1` gave GSK3beta inhib 0, PolyA inh inactive, GSK3 alpha inh -2, HDAC3 inhib -1, AI-2 QS modul 8, HSF1 inh 4, Platelet DG rel -1, HSP90 refold inh 5, HSF1 activator 2 and DYRK1A inh -6.
Screening COc1cccc(/C=C2\C(=O)N(c3cccc(C)c3)C(=O)c3ccccc32)c1 returned GSK3beta inhib -5, PolyA inh inactive, GSK3 alpha inh -4, HDAC3 inhib -4, AI-2 QS modul -2, HSF1 inh 3, Platelet DG rel 1, HSP90 refold inh 0, HSF1 activator 1 and DYRK1A inh -4.
